Bioassay records from PubChem BioAssay.
Runt-CBFb FRET – Runt domain-CBFb interaction inhibition; Cerulean-Runt/Venus-CBFb FRET ratio 530/480, 1 h; Q01196+Q13951; actives 0.46% (n = 220,000); inhibition, % at 20 µM;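 active = inhibition over about 50% at 20 µM in the single-dose screen, limit read from the data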;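 also: 0% = DMSO wells and 100% = excess unlabeled CBFb competitor control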
Target sequence (Q01196 whole entry, looked up, the tested form may be a part): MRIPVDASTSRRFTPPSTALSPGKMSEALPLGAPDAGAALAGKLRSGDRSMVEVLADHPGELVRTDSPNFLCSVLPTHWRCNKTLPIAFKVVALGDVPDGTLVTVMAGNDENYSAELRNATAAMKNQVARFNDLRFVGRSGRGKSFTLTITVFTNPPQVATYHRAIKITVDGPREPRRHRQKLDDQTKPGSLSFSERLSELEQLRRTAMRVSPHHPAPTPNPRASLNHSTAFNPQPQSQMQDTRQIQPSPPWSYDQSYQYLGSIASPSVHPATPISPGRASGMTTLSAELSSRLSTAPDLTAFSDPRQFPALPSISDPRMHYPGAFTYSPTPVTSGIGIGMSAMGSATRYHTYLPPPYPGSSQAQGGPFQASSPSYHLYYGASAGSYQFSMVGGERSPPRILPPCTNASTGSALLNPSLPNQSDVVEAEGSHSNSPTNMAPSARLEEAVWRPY
Target sequence (Q13951 whole entry, looked up, the tested form may be a part): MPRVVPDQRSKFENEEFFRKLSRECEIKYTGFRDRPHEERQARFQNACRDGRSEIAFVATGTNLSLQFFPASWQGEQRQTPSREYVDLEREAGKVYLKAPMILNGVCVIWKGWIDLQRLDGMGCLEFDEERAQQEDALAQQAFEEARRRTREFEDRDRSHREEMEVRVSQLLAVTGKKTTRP
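Doses: 20 µM compound in 1% DMSO | Material: Cerulean-labeled Runt domain protein | Amount: Each fluorescent fusion protein 100 nM | Schedule: Two 1 h room-temperature incubations shielded from light | Measured by: FRET fluorescence | Evaluation: Loss of energy transfer signal | Controls: Unlabeled CBFb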
L929 necroptosis – L929 zVAD cell death inhibition; L929 zVAD necroptosis rescue, ATP luminescence, 24 h; with zVAD 60 µM; actives 0.38% (n = 220,000); viability rescue, % at 10 µM;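 active = activation, scaled between plate controls, above about 75%, limit read from the data; inactive = activation under that limit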;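 also: 0% = zVAD with DMSO and 100% = DMSO alone without zVAD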
TbHK1 inh – blocks Trypanosoma brucei hexokinase 1 activity; recombinant TbHK1, G6PDH-coupled NADH A340; inhibition, % at 10 µM; actives 0.11% (n = 220,000);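 active = inhibition of 50% or more in the single-dose primary screen; inactive = inhibition below 50%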
Mdm2 ligase inh – Mdm2 E3 ligase (human) inhibition. cell-based MDM2 ubiquitination luciferase reporter, 2 h; 0 = plate control, 100 = twice control, blank-subtracted. signal enhancement, % at 5 µM. actives 0.11% (n = 210,000);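 active = signal enhancement of 30% or more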;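 also: luminescence tracks abundance of the self-degrading MDM2-luciferase fusion protein; higher signal means inhibition of MDM2 E3 ligase activity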
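Test system: mammalian cells stably expressing self-ubiquitinating, self-degrading MDM2 E3–luciferase fusion; Amount: 2000 cells in each well; Medium: DMEM; Schedule: 4 h settle plus 2 h compound, 37 °C; Technique: SteadyLite luciferase luminescence after 15 min room-temperature reagent incubation; Benchmarks: plate control and blank wells.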
Runt-SMMHC FRET – inhibitors of human RUNX1 Runt domain binding to CBFb-SMMHC; inhibition, % at 20 µM; Q01196+Q13951; AID 1434; Cerulean-Runt/Venus-CBFb-SMMHC FRET ratio 530/480, 1 h; actives 0.74% (n = 220,000);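 active = mean inhibition across duplicate retests at 20 µM reaching about 50%, limit read from the data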;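 also: 0% = DMSO wells and 100% = wells with excess untagged CBFb-SMMHC; inhibitors lower the FRET ratio by blocking Runt binding to CBFb-SMMHC; some results filed as inactive read as strong as hits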
NCF1 inh – blocks human p47phox regulatory protein of NADPH oxidases | p47phox/p22phox peptide binding, fluorescence polarization, 2 h | actives 0.53% (n = 220,000) | inhibition, % at 24.7 µM | P14598;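 active = inhibition above about 30%, limit read from the data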;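 also: 0% = p47phox with labelled peptide and 100% = labelled peptide alone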
Hck Nef HTS – inhibitors of human Hck kinase activated by Nef; actives 0.68% (n = 220,000); AID 463187; Recombinant Hck-YEEI plus Nef, Z-Lyte FRET kinase assay; inhibition, % at 20 µM; P08631;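 active = Hck-Nef kinase inhibition above about 50%, limit read from the data; inactive = inhibition below that limit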;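 also: 0% = DMSO with Hck plus Nef and 100% = Hck alone without Nef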
14-3-3 Bad inh – disrupts binding of bovine 14-3-3 zeta to phospho-Bad peptide | TR-FRET 14-3-3zeta/Dy647-pBad peptide displacement, 1 h | inhibition, % at 21.7 µM | actives 0.71% (n = 220,000) | P63103;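 active = inhibition above about 70%, limit read from the data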;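 also: 0% = full 14-3-3 plus peptide FRET controls and 100% = background without 14-3-3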
EBV gp42 block – inhibitors of Epstein-Barr virus glycoprotein 42 | Fluorescence polarization binding assay, mP read-out | inhibition, % (tested at 21.74 µM) | actives 0.42% (n = 220,000) | Q1HVG2; in the data active = inhibition above about 50%
Target sequence (Q1HVG2 whole entry, looked up): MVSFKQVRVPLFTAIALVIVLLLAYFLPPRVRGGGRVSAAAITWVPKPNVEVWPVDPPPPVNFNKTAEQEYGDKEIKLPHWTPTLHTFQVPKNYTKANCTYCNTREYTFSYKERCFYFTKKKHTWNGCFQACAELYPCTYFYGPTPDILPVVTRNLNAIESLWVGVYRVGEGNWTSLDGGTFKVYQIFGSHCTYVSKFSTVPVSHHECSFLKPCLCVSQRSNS
Numbers without * were called inactive; nt = not tested or not shown; [ ] = remark or other dose.

SMILES	Runt-CBFb FRET	L929 necroptosis	TbHK1 inh	Mdm2 ligase inh	Runt-SMMHC FRET	NCF1 inh	Hck Nef HTS	14-3-3 Bad inh	EBV gp42 block
Cc1ccc(/C=N/NC(=O)CN(Cc2ccccc2)S(=O)(=O)c2ccc3c(c2)OCCO3)cc1	1.4	1.8	1.4	-2.6	1.3	0.3	1.5	-8.9	-17.1
C=CCNC(=O)COc1ccc(S(=O)(=O)Nc2ccc(OCC)cc2)cc1	-1.3	0.9	36.9	-8.6	1.4	4.0	0.5	-12.4	-2.4
COC(=O)c1ccccc1NC(=O)/C=N/O	0.5	-0.4	-11.3	-13.1	1.3	-17.2	16.7	2.4	-15.4
Fc1ccccc1Cc1ccc(Cl)nn1	-0.1	2.4	0.4	-73.7	1.5	4.5	1.7	-1.1	-1.5
COc1ccc(Nc2ncc3c(n2)CC(c2ccc(C)cc2)CC3=O)cc1 (centres undefined)	nt	0.6	-11.1	-7.6	-5.5	-1.5	2.3	39.3	-15.7
Cc1ccc(/C=N/Nc2ccc(C(=O)O)cc2)o1	1.4	1.5	-53.6	-15.8	-0.5	-2.5	21.7	-19.0	1.4
C=CCOc1nc2c(c(=O)n(C)c(=O)n2C)n1Cc1ccc(Cl)cc1Cl	-2.3	0.2	-1.6	6.9	-0.8	-7.3	2.2	-0.4	-8.3
COc1ccc(C2NC(=O)c3ccccc3N2)cc1OC (centres undefined)	0.6	0.5	-11.6	-8.3	0.4	-2.5	2.9	-6.6	-4.6
O=C(COc1ccc([N+](=O)[O-])cc1)Nc1ccc(CN2CCOCC2)cc1	1.6	5.1	-9.2	-7.0	4.5	-5.8	23.5	-2.2	-2.9
C=CCNC(=O)COC(=O)c1ccc(Cl)c(S(N)(=O)=O)c1	0.3	0.6	2.5	-5.2	2.5	-13.0	21.0	1.2	-9.2
CC(C(=O)OCC(=O)Nc1ccc(S(=O)(=O)N2CCCCC2)cc1)N1C(=O)c2ccccc2C1=O (centres undefined)	-0.1	-0.4	-8.7	-0.5	-1.9	-10.7	3.6	3.1	-16.6
COc1cc2c(cc1OC)C(C(=O)NCc1ccco1)C(c1cccs1)N(C)C2=O (centres undefined)	-3.0	1.4	-6.1	-5.4	-3.0	-10.0	2.2	-2.5	-23.2
NS(=O)(=O)c1ccc(NS(=O)(=O)c2ccc(NC(=O)c3ccc(-c4ccccc4)cc3)cc2)cc1	-2.4	0.2	3.4	-17.2	-7.1	-84.3	8.5	-4.8	15.7
CCCC12CN(C(=O)c3ccc(OC)cc3)CC(C)(CN(C(=O)c3ccc(OC)cc3)C1)C2=O	-0.5	0.0	0.2	9.3	3.1	-12.0	7.5	7.2	-6.3
Cc1ccccc1NC(C)C(=O)N/N=C/c1c[nH]c2ccccc12 (centres undefined)	0.8	1.5	-7.7	-9.3	3.2	-8.7	30.0	-5.2	-10.0
O=C(Nc1ccccc1N1CCOCC1)c1ccc([N+](=O)[O-])cc1	-1.2	-0.1	-8.9	-32.0	-2.2	-10.8	-0.4	-5.2	-18.5
C/C(=N\NC(=O)c1cccc(S(=O)(=O)Nc2ccccc2Cl)c1)c1ccco1	0.5	0.8	28.7	-8.2	-5.5	-10.1	0.2	-13.4	-7.2
CCC(C)N=C1CC(C)(C)CC(=O)/C1=C(/O)Cc1ccccc1 (centres undefined)	-4.5	-1.1	-2.0	7.9	-1.7	-10.5	5.7	-3.8	-5.8
Cc1ccc(/C(O)=C2\C(=O)C(=O)N(c3cc(C)on3)C2c2cccc(Br)c2)cc1 (centres undefined)	1.3	2.9	-17.3	-26.9	-1.9	-16.0	-1.0	3.8	8.4
O=C1OCc2cc(NC(=O)C34CC5CC(CC(C5)C3)C4)ccc21	0.6	0.0	-2.0	-19.6	-0.6	-14.6	0.0	7.6	-10.3
CCn1cc(C(=O)Nc2cccc(C)c2)c(=O)c2ccc(C)nc21	1.4	0.9	-9.3	-3.0	-0.5	-17.3	1.0	6.4	-4.0
Cc1ccc(C2CC(=O)NC(SCCC(C)C)=C2C#N)cc1 (centres undefined)	-0.4	1.0	-1.2	-4.4	-2.4	-5.9	-0.3	2.8	-21.9
CC(C)CCN1CC(C(=O)NCCC2=CCCCC2)CC1=O (centres undefined)	-3.1	0.0	8.8	nt	-2.6	0.0	2.1	-2.3	-20.5
COC(=O)c1ccc(CC(=O)c2nc3ccccc3s2)cc1	-0.2	0.8	-7.9	-20.4	-8.4	-15.0	1.8	-1.6[fluorescence artefact?]	-13.1
CCN(CC)C(=O)Cn1nnc(-c2ccc(C)o2)n1	-0.2	0.0	0.3	-9.3	-8.9	-11.6	-0.4	5.2	-15.0
CCOC(=O)N1CCN(c2nc(-c3ccc(F)cc3)cs2)CC1	2.1	0.2	-6.7	-29.3	0.7	-10.7	8.5	-16.0	3.4
COc1ccc(NC(=O)CSc2nnc(-c3ccccc3C)n2N)cc1	5.6	0.6	7.9	-13.6	2.4	-2.4	3.0	-1.5[fluorescence artefact?]	-20.7
CCOC(=O)NN1C(=O)c2ccccc2NC1c1ccccc1O (centres undefined)	1.2	0.5	31.7	-9.4	6.2	-5.5	4.2	0.6	-9.9
CCOc1ccc(-c2nc(CN(Cc3ccccc3)C[C@@H]3CCC(=O)N3)c(C)o2)cc1	-3.3	-0.8	-2.5	-6.3	-5.9	-6.7	24.5	-4.1	0.6
CC(=O)Nc1cccc(NC(=O)C(F)(F)F)c1	0.4	0.1	4.5	-8.0	-6.9	-2.4	-16.4	-0.9	-0.2
Cc1ccc(S(=O)(=O)NN=C2CCC(C(C)(C)C)CC2)cc1[N+](=O)[O-] (centres undefined)	2.2	1.4	-2.5	-12.5	4.1	-21.2	6.0	1.9[fluorescence artefact?]	-5.3
CC(C)(C)NC(=O)C(=O)NN=C1CCCCCCC1	-0.3	1.5	-3.9	-5.0	-2.0	-1.2	-9.1	11.8	-7.5
CCn1c(=NC(=O)c2ccc(N3C(=O)CCC3=O)cc2)sc2c(OC)ccc(OC)c21	-1.1	10.1	-14.1	-1.7	-5.2	-22.2	8.4	-8.3[fluorescence artefact?]	-11.3
COc1cc(CNc2ccc(O)cc2)cc(Br)c1OCc1ccccc1	3.1	1.8	1.0	-0.1	11.1	1.3	13.5	-11.8	-4.2
O=C(Nc1ccc(NC(=O)C2CC2)nc1)c1ccncc1	1.8	1.2	3.5	10.0	21.2	-11.4	-0.2	10.7[fluorescence artefact?]	-24.2
CCOC(=O)NNc1ccccc1	0.2	1.0	-7.9	-11.3	-0.9	4.0	-1.8	3.9	-4.7
CC1(C(=O)NC2CCCC2)CCC(=O)N1Cc1cccs1 (centres undefined)	0.3	-0.3	2.0	-5.7	-28.7	1.0	1.3	39.4[fluorescence artefact?]	-8.7
O=C(Nc1cccc(C(F)(F)F)c1)c1cnccn1	-1.3	0.8	1.0	-6.8	1.7	4.7	-1.7	5.2	8.3
CC(C(=O)Nc1ccc(S(N)(=O)=O)cc1)N1CCc2ccccc21 (centres undefined)	1.7	0.4	-1.1	-12.6	0.3	0.3	12.2	-5.1	3.4
O=c1oc(-c2cccc(Cl)c2)nc2c1cnn2-c1ccccc1	-1.3	0.8	-18.4	-14.1	-0.9	-5.9	2.1	-5.9	7.9
COc1ccc(-c2csc(N3CCN(C(=O)c4ccccc4)CC3)n2)cc1	0.3	-0.2	0.7	-10.6	8.8	-7.2	-1.9	-5.1	-2.2
CCOc1ccc(C(=O)Nc2ccccc2-c2ccccc2)cc1Cl	0.3	-0.3	-8.3	-6.1	2.9	2.4	1.5	7.9	2.8
O=C1C=C(c2cccs2)CC(c2cccs2)C1n1cnc([N+](=O)[O-])c1 (centres undefined)	-0.2	-0.5	-33.3	-17.1	2.5	-6.4	1.7	2.0	1.0
COc1ccc(N=C2CCCN2CC(N)=O)cc1	1.5	-0.3	1.0	-7.9	3.6	26.9	0.5	19.6	-2.7
O=C(NCC1CCCO1)/C(=C\c1cccs1)NC(=O)c1ccccc1 (centres undefined)	1.5	5.2	-11.7	-7.1	3.9	-8.7	17.1	-11.6	-22.4
CC(=O)c1c(C)cc(C)c(CSc2nc(C)cc(=O)[nH]2)c1C	1.3	1.0	-1.0	3.1	-0.8	-0.1	-0.5	4.1[fluorescence artefact?]	-7.5
Cc1ccc2cc(S(=O)(=O)NCCC(=O)O)ccc2c1	4.1	0.3	-1.9	-4.3	2.9	-8.1	0.8	-4.4[fluorescence artefact?]	-17.0
CN(C)c1ncc(S(=O)(=O)c2ccccc2)c(-c2ccccc2Cl)n1	0.1	-0.2	-3.1	3.1	1.4	1.1	1.5	0.7	0.8
O=S(=O)(Nc1nc2ccccc2s1)c1ccc(Br)s1	0.6	-0.6	4.3	-28.8	-6.6	-10.1	5.2	6.1	-17.4
NNC(=O)c1ccc2nc(-c3ccc(Br)cc3)cn2c1	-1.4	2.8	-5.7	-21.0	-1.8	-9.8	1.0	7.1	-13.4
CN(c1ccc(C(=O)NCCSCc2ccco2)cc1)S(C)(=O)=O	4.5	0.1	-0.4	-4.4	-3.4	-9.9	3.6	2.9	-5.7
COC(=O)CCN1CCc2cc(N=Nc3ccc([N+](=O)[O-])cc3)ccc21	-1.5	-1.5	-13.3	-21.4	-9.8	1.8	0.2	0.9	-18.0

By substructure: the compounds so far with four or more nitrogen atoms
SMILES	Runt-CBFb FRET	L929 necroptosis	TbHK1 inh	Mdm2 ligase inh	Runt-SMMHC FRET	NCF1 inh	Hck Nef HTS	14-3-3 Bad inh	EBV gp42 block
C=CCOc1nc2c(c(=O)n(C)c(=O)n2C)n1Cc1ccc(Cl)cc1Cl	-2.3	0.2	-1.6	6.9	-0.8	-7.3	2.2	-0.4	-8.3
Cc1ccccc1NC(C)C(=O)N/N=C/c1c[nH]c2ccccc12 (centres undefined)	0.8	1.5	-7.7	-9.3	3.2	-8.7	30.0	-5.2	-10.0
CCN(CC)C(=O)Cn1nnc(-c2ccc(C)o2)n1	-0.2	0.0	0.3	-9.3	-8.9	-11.6	-0.4	5.2	-15.0
COc1ccc(NC(=O)CSc2nnc(-c3ccccc3C)n2N)cc1	5.6	0.6	7.9	-13.6	2.4	-2.4	3.0	-1.5[fluorescence artefact?]	-20.7
O=C(Nc1ccc(NC(=O)C2CC2)nc1)c1ccncc1	1.8	1.2	3.5	10.0	21.2	-11.4	-0.2	10.7[fluorescence artefact?]	-24.2
NNC(=O)c1ccc2nc(-c3ccc(Br)cc3)cn2c1	-1.4	2.8	-5.7	-21.0	-1.8	-9.8	1.0	7.1	-13.4
COC(=O)CCN1CCc2cc(N=Nc3ccc([N+](=O)[O-])cc3)ccc21	-1.5	-1.5	-13.3	-21.4	-9.8	1.8	0.2	0.9	-18.0

Compounds as they come. About 3.2% of those tested had a hit in this group.
